D1 ag: Allosteric Agonists of the Human D1 Dopamine Receptor: qHTS; activation, % at 2 µM; 1% of 360,000 active; AID 504660, 2011; HEK293 T-REx D1 cells, calcium flux, agonist mode; in the data active = activation above about 30%; also: 0% is about no effect
Target sequence (P21728 whole entry, looked up): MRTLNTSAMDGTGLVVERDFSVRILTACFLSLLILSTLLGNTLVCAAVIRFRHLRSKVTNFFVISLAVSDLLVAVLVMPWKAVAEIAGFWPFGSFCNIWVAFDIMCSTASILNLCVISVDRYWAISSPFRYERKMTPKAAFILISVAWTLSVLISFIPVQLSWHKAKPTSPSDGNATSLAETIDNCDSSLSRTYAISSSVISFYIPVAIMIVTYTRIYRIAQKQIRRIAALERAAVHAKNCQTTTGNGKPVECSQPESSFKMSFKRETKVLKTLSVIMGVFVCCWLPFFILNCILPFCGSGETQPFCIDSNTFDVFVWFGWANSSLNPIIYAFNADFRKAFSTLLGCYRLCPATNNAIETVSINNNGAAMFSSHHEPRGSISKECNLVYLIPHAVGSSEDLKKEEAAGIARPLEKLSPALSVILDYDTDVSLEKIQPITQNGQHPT
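Agonism was scored from calcium flux recorded over 180 s (1 read/s) after pintool compound addition, following a 10-cycle baseline. Cells were inducible force-coupled HEK293 TREx D1, plated overnight at 30 C and loaded with no-wash calcium dye.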
D1 antagonist: Antagonist of Human D 1 Dopamine Receptor: qHTS; activity change, negative = inhibition, % at 10 µM; AID 504652, 2011; HEK293 TREx D1 cells, calcium flux, dopamine EC80; active compounds read low; D(1A) dopamine receptor (Homo sapiens), P21728; 3.2% of 360,000 active; in the data active = activity change below about -30%; also: % is scaled to controls: 0 for no effect and ±100 for the full control effect
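Calcium flux readout: force-coupled, inducible Hek293 Trex D1 line, cells induced overnight at 30 C with tetracycline, dye-loaded 30–90 min at RT. Antagonism scored against EC80 dopamine challenge given 180 s after compound.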
RXFP1 ag: qHTS Assay for Agonists of the Relaxin Receptor RXFP1; Relaxin receptor 1 (Homo sapiens), Q9HBX9; HEK293T-RXFP1 cAMP TR-FRET, 30 min; response scale: percent of porcine relaxin response, buffer zero; Potency, µM (highest dose often 57.5 µM), inactives show at the highest dose activation, usual class: activators; 0.3% of 370,000 active; AID 2676, 2010; also: potency is read from the fitted curve at half-maximal effect; % is scaled to controls: 0 for no effect and ±100 for the full control effect; nearly all actives have a fitted effect of over 60% in size; many of its hits are not listed in these tables
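HEK293T cells stably expressing RXFP1 were pretreated with the PDE4 inhibitor Ro 20174, exposed to compounds for 30 min at 37C, lysed, and cAMP was read by TR-FRET. Data normalized to buffer (basal) and 29 nM porcine relaxin (100%).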
Vif-A3G inh: qHTS for Inhibitors of Vif-A3G Interactions: qHTS; DNA dC->dU-editing enzyme APOBEC-3G (Homo sapiens), Q9HC16; HeLa A3G-eYFP + Vif (tagged APOBEC3G with the HIV-1 protein that degrades it), YFP fluorescence, overnight; Potency, µM (series often up to 46.1 µM), inactives show at the top dose activity, negative = active, actives largely listed as inhibitors; 0.076% of 410,000 active; AID 602310, 2012;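 also: potency is read from the fitted curve at half-maximal effect; % is scaled to controls: 0 for no effect and ±100 for the full control effect; nearly all actives have a fitted effect of over 60% in size; hits raise eYFP signal because A3G escapes Vif-driven loss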
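Read-out is eYFP fluorescence (Ex 488/Em 500-530) from Vif-expressing HeLa A3G-eYFP cells; more signal means A3G escaped Vif-mediated degradation. Cells plated overnight, compound pinned in, incubated overnight at 37 deg C.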
D2 PAM: HTS Assay for Positive Allosteric Modulators of the Human D2 Dopamine Receptor: Primary Screen for Potentiators; D(2) dopamine receptor (Homo sapiens), P14416; HEK293 T-REx D2, calcium flux, EC20 dopamine potentiation; potentiation, % at 10 µM; 0.34% of 340,000 active;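 active = potentiation over 3 SD above the plate norm, cut at about 30% in these data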; also: 0% is about no effect
Target sequence (P14416 whole entry, looked up): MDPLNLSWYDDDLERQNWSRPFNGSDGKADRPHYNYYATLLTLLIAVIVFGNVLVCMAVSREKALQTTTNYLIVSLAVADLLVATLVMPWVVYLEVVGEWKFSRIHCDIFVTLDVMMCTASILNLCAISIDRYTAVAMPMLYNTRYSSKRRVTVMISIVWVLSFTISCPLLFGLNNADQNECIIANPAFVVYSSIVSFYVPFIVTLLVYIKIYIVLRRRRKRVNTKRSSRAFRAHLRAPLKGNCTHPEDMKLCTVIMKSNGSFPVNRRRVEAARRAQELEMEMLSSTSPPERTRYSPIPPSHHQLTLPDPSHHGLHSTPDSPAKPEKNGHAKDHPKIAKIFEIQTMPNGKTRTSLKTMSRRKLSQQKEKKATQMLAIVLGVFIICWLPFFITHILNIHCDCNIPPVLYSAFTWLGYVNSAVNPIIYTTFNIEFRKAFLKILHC
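Tetracycline-induced HEK293 T-REx cells force-coupled to calcium signalling expressed D2; compounds were pin-added after a 10 s baseline, read kinetically 180 s, then an EC20 dopamine challenge followed with a further 180 s calcium read.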
Glioma ERSR ind: qHTS for Inducers of the Endoplasmic Reticulum Stress Response (ERSR) in Human Glioma: qHTS | Potency, µM, for inactives: at the top dose activation, usual class: activators | 0.02% of 420,000 active | U87-MG GRP78 promoter luciferase reporter, 16 h; also: potency is read from the fitted curve at half-maximal effect; series mostly up to about 76 µM; % of control where 0% means no effect; nearly all actives have a fitted effect of over 35% in size
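ERSR induction read as luciferase luminescence (Bright-Glo, 10 min at room temperature) in stably transfected human U87-MG glioma cells exposed to compounds for 16 h, using GRP78 as sensor.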
Vif-APOBEC3F blk: qHTS for Inhibitors of Vif-A3F Interactions: qHTS; HeLa A3F-eYFP + Vif (tagged APOBEC3F with the HIV-1 protein that degrades it), YFP fluorescence increase; Potency, µM (titrated, usually from 46.1 µM), inactives show top-dose activity, negative = active; 0.2% of 390,000 active; AID 602313, 2012; also: potency is read from the fitted curve at half-maximal effect; % of control where 0% means no effect; nearly all actives have a fitted effect of over 65% in size
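HeLa cells stably expressing Vif plus C-terminally eYFP-tagged A3F were seeded, incubated overnight at 37 deg C, dosed with compound, incubated overnight again at 37 deg C. Yellow fluorescence (Ex 488/Em 500-530) reported blocked Vif-mediated A3F-eYFP degradation.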
RXFP1 antagonist: qHTS Assay for Antagonists of the Relaxin Receptor RXFP1; activity change, negative = inhibition, % at 57.5 µM; Relaxin receptor 1 (Homo sapiens), Q9HBX9; AID 1259400, 2018; HEK293-RXFP1, relaxin-stimulated cAMP HTRF, 30 min; active compounds read low; 0.59% of 350,000 active;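 active = activity change of -60% or lower, but not beyond a set lower limit; inconclusive = change between -60% and -40%, or beyond the set limit; inactive = change above -40%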; also: % is scaled to controls: 0 for no effect and ±100 for the full control effect
D1 potentiator: Potentiators of Human D1 Dopamine Receptor: qHTS; potentiation, % at 10 µM; D(1A) dopamine receptor (Homo sapiens), P21728; AID 504651, 2011; HEK293 TREx D1 cells, calcium flux, dopamine EC20 potentiation; 0.036% of 360,000 active; in the data active = potentiation above about 30%; also: 0% is about no effect
An asterisk follows results filed as active; & = joins results of further samples. Unless noted, calls follow the shape of the dose curve; as a rule, active = well fitted curve in the direction sought with a large enough effect; inconclusive = small, poorly fitted or top-dose-only effect, or another doubt; inactive = no such curve, though single readings can be large; an effect the other way counts as inactive or inconclusive.

Screening O=C(N/N=C/c1ccc([N+](=O)[O-])o1)c1cc(-c2ccc(-c3ccccc3)cc2)nc2ccccc12 returned D1 ag 1, D1 antagonist -16, RXFP1 ag 0.5%, Vif-A3G inh inconclusive, D2 PAM 3, Glioma ERSR ind -4%, Vif-APOBEC3F blk -7%, RXFP1 antagonist -5 and D1 potentiator -8.
For S=C1N(c2ccccc2)CN(C2CCCCC2)CN1c1ccccc1 the results were D1 ag 3, D1 antagonist 10, RXFP1 ag -2.3%, Vif-A3G inh 0%, D2 PAM -14, Glioma ERSR ind -1%, Vif-APOBEC3F blk -10%, RXFP1 antagonist 11 and D1 potentiator -6.
`O=C1C(=O)c2ccccc2C(O)=C1C1CCC(c2ccc(Cl)cc2)CC1` (stereo not drawn) gave D1 ag 3, D1 antagonist 0, RXFP1 ag -1.0%, Vif-A3G inh -7%, D2 PAM 18, Glioma ERSR ind -3%&-4%&-2%, Vif-APOBEC3F blk 5%, RXFP1 antagonist -18 and D1 potentiator 5.
Screening C/[N+]([O-])=C\c1ccc([N+](=O)[O-])o1 returned D1 ag 1, D1 antagonist 14, RXFP1 ag -1.1%, Vif-A3G inh -1%, D2 PAM 3, Glioma ERSR ind -2%, Vif-APOBEC3F blk inconclusive, RXFP1 antagonist -3 and D1 potentiator 4.
For CN1CCn2cnc(C(=O)N[C@@H](Cc3ccccc3)C(=O)OC(C)(C)C)c2C1=O the results were Vif-A3G inh -3%, Glioma ERSR ind -2%, Vif-APOBEC3F blk 6% and RXFP1 antagonist 4.
CCN1CCN(CCCNC(=O)C2CCCN(c3nnc(-n4cccc4)s3)C2)CC1 (stereo not drawn) was read as D1 ag 2, D1 antagonist 2, RXFP1 ag -0.4%, Vif-A3G inh 3%, D2 PAM 0, Glioma ERSR ind -1%, Vif-APOBEC3F blk 0%, RXFP1 antagonist -3 and D1 potentiator -2.
`CC(=O)NC1C(=O)N=C(SCC(=O)Nc2cccc(Cl)c2)NC1=O` (stereo not drawn) gave D1 ag 2, D1 antagonist 6, RXFP1 ag -2.6%, Vif-A3G inh -1%, D2 PAM -4, Glioma ERSR ind -1%, Vif-APOBEC3F blk 4%, RXFP1 antagonist -15 and D1 potentiator -6.
Screening CC(C)(C)c1ccc(C(=O)c2cn[nH]c2-c2ccccc2O)cc1 returned D1 ag 4, D1 antagonist -11, RXFP1 ag 2.2%, Vif-A3G inh 2%, D2 PAM -13, Glioma ERSR ind 8%, Vif-APOBEC3F blk -4%, RXFP1 antagonist 1 and D1 potentiator 0.
Screening CCCCn1c(N)c(N(CC(C)C)C(=O)CSCC(=O)Nc2cccc(C)c2)c(=O)[nH]c1=O returned D1 ag 2, D1 antagonist 3, RXFP1 ag -1.6%, Vif-A3G inh -1%, D2 PAM 17, Glioma ERSR ind -4%, Vif-APOBEC3F blk 4%, RXFP1 antagonist 2 and D1 potentiator 11.
Screening Cc1ccc(/C=C/C(=O)NCCCN2CCN(CCCNC(=O)/C=C/c3ccc(C)o3)CC2)o1 returned D1 ag 1, D1 antagonist 18, RXFP1 ag 1.3%, Vif-A3G inh -1%, D2 PAM -5, Glioma ERSR ind -4%, Vif-APOBEC3F blk -12%, RXFP1 antagonist 24 and D1 potentiator -2.
`Cc1ncoc1C(=O)N1CCCC(N2CCN(c3cccc(C(F)(F)F)c3)CC2)C1` (stereo not drawn) gave D1 ag 2, D1 antagonist 5, RXFP1 ag 0.5%, Vif-A3G inh -2%, D2 PAM -8, Glioma ERSR ind -1%, Vif-APOBEC3F blk 1%, RXFP1 antagonist -1 and D1 potentiator -9.
Screening CC(=O)NCCC(=O)Nc1cc(F)ccc1C returned D1 ag 2, D1 antagonist -10, RXFP1 ag -1.3%, Vif-A3G inh -4%, D2 PAM 16, Glioma ERSR ind -7%, Vif-APOBEC3F blk -16%, RXFP1 antagonist -2 and D1 potentiator -1.
For CCOc1ccc(NC(=O)Cn2c(=O)n(CCCC(=O)NC3CCN(Cc4ccccc4)CC3)c(=O)c3ccccc32)cc1 the results were D1 ag -3, D1 antagonist 11, RXFP1 ag 0.2%, Vif-A3G inh 1%, D2 PAM -17, Glioma ERSR ind -2%, Vif-APOBEC3F blk 4%, RXFP1 antagonist -23 and D1 potentiator 3.
`COc1ccc([C@H]2CC(=O)C=C(c3cccc(OCc4ccccc4)c3)C2)cc1` gave D1 ag 9, RXFP1 ag 0.1%, Vif-A3G inh -3%, D2 PAM -7, Glioma ERSR ind -4%, Vif-APOBEC3F blk -1% and D1 potentiator 11.
CC(=O)N1N=C(c2ccccc2OC(=O)/C=C/c2ccccc2)CC1c1ccccc1 (stereo not drawn) was read as D1 ag 25, D1 antagonist 3, RXFP1 ag 6.1%, Vif-A3G inh 0%, D2 PAM 4, Glioma ERSR ind -5%, Vif-APOBEC3F blk 5%, RXFP1 antagonist 12 and D1 potentiator -6.

Reprinted from the part before: 2 compounds, followed by the next part.
`COc1ccc([C@H]2CC(=O)C=C(c3cccc(OCc4ccccc4)c3)C2)cc1` gave D1 ag 9, RXFP1 ag 0.1%, Vif-A3G inh -3%, D2 PAM -7, Glioma ERSR ind -4%, Vif-APOBEC3F blk -1% and D1 potentiator 11.
CC(=O)N1N=C(c2ccccc2OC(=O)/C=C/c2ccccc2)CC1c1ccccc1 (stereo not drawn) was read as D1 ag 25, D1 antagonist 3, RXFP1 ag 6.1%, Vif-A3G inh 0%, D2 PAM 4, Glioma ERSR ind -5%, Vif-APOBEC3F blk 5%, RXFP1 antagonist 12 and D1 potentiator -6.
`O=[n+]1cc(-c2ccc(Br)cc2)n([O-])c2c1CCC2` gave D1 ag 7, D1 antagonist 20, RXFP1 ag 0.9%, Vif-A3G inh 2%, D2 PAM 15, Glioma ERSR ind -4%, Vif-APOBEC3F blk 0%, RXFP1 antagonist -3 and D1 potentiator -2.
`O=C1C2C(C(=O)N1CCN1CCN(Cc3ccc([N+](=O)[O-])cc3)CC1)[C@H]1C=C[C@@H]2C1` (stereo partly drawn) gave D1 ag 2, D1 antagonist -21, RXFP1 ag -1.0%, Vif-A3G inh -1%, D2 PAM -18, Glioma ERSR ind -7%, Vif-APOBEC3F blk -2%, RXFP1 antagonist 4 and D1 potentiator -12.
COc1cccc(CNC(=O)c2ccc3c(c2)c(C)c(C)n3Cc2ccccc2)c1OC was read as D1 ag 2, D1 antagonist 6, RXFP1 ag -0.2%, Vif-A3G inh -12%, D2 PAM 4, Glioma ERSR ind 0%, Vif-APOBEC3F blk 7%, RXFP1 antagonist -15 and D1 potentiator -2.
Screening CCOc1cc(C(=O)Nc2cccc(C(C)=O)c2)ccc1OCC(=O)N1CCCCC1 returned D1 ag 1, D1 antagonist 1, RXFP1 ag 1.5%, Vif-A3G inh 0%, D2 PAM -1, Glioma ERSR ind 4%, Vif-APOBEC3F blk -5%, RXFP1 antagonist -4 and D1 potentiator 7.
Nc1nc(-c2ccc(Cl)cc2)c(N=Nc2ccc(S(=O)(=O)N3CCOCC3)cc2)s1 was read as D1 ag 0, D1 antagonist -11, RXFP1 ag -0.1%, Vif-A3G inh -8%, D2 PAM 2, Glioma ERSR ind -2%, Vif-APOBEC3F blk 4%, RXFP1 antagonist -1 and D1 potentiator -2.
For CN1C[C@@H]2C[C@@H](C3=Cc4cc(Cl)ccc4OC3)N3CCC[C@@]23C1=O the results were D1 ag -1, D1 antagonist 9, RXFP1 ag -0.9%, Vif-A3G inh -11%, D2 PAM 2, Glioma ERSR ind 5%, Vif-APOBEC3F blk 2%, RXFP1 antagonist -20 and D1 potentiator -5.
CC(=C/c1ccccc1)/C=N/NC(=O)c1cccs1 was read as D1 ag 4, D1 antagonist -3, RXFP1 ag 1.2%, Vif-A3G inh -12%, D2 PAM -28, Glioma ERSR ind -2%, Vif-APOBEC3F blk 6%, RXFP1 antagonist -25 and D1 potentiator -2.
CCN(CC)C(=O)CCSc1nnc(-c2ccncc2)o1 was read as D1 ag 0, D1 antagonist -6, RXFP1 ag 1.3%, Vif-A3G inh -1%, D2 PAM 5, Glioma ERSR ind 0%, Vif-APOBEC3F blk 4%, RXFP1 antagonist -13 and D1 potentiator 5.
CS(=O)(=O)c1ccccc1C(=O)Nc1ccc(-c2nc3ccccc3[nH]2)cc1 was read as D1 ag 2, D1 antagonist 1, RXFP1 ag 0.4%, Vif-A3G inh 3%, D2 PAM -1, Glioma ERSR ind 3%, Vif-APOBEC3F blk 6%, RXFP1 antagonist 0 and D1 potentiator -1.
Cc1ccnc(SCC(=O)N2CCc3ccccc3C2)n1 was read as D1 ag 1, D1 antagonist -4, RXFP1 ag -0.5%, Vif-A3G inh 3%, D2 PAM 5, Glioma ERSR ind 4%, Vif-APOBEC3F blk -13%, RXFP1 antagonist 6 and D1 potentiator 5.
`CCc1c(C)nc(SCc2ccccn2)[nH]c1=O` gave D1 ag 1, D1 antagonist 10, RXFP1 ag -0.6%, Vif-A3G inh 5%, D2 PAM 2, Glioma ERSR ind 4%, Vif-APOBEC3F blk 4%, RXFP1 antagonist -11 and D1 potentiator 5.
`COc1cc(Cl)c(C)cc1NC(=O)c1ccccc1NC(=O)CN1CCN(C(C)=O)CC1` gave Vif-A3G inh -1%, Glioma ERSR ind 0%, Vif-APOBEC3F blk 0% and RXFP1 antagonist 5.
`Cc1cc(C(=O)OCC(=O)Nc2ccc(F)c(F)c2F)c(C)o1` gave D1 ag 4, D1 antagonist 4, RXFP1 ag 4.0%, Vif-A3G inh -1%, D2 PAM -1, Glioma ERSR ind -2%, Vif-APOBEC3F blk 13%, RXFP1 antagonist -6 and D1 potentiator -3.

An excerpt; count on the stated rates, not on these rows.
